Assay outcomes from PubChem BioAssay.
Vif-A3G inh = qHTS for Inhibitors of Vif-A3G Interactions: qHTS; 410,000 tested, 0.076% active; DNA dC->dU-editing enzyme APOBEC-3G (Homo sapiens), Q9HC16; Potency, µM (series often up to 46.1 µM), without a hit: top-dose activity, negative = active, actives largely listed as inhibitors; AID 602310, 2012; HeLa A3G-eYFP + Vif (tagged APOBEC3G with the HIV-1 protein that degrades it), YFP fluorescence, overnight;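 note: potency is the fitted concentration of half-maximal effect; % is set by controls: 0 for no effect and ±100 for the full control effect; nearly all actives have a fitted effect of over 60% in size; hits raise eYFP signal because A3G escapes Vif-driven loss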
Target sequence (Q9HC16 whole entry, looked up): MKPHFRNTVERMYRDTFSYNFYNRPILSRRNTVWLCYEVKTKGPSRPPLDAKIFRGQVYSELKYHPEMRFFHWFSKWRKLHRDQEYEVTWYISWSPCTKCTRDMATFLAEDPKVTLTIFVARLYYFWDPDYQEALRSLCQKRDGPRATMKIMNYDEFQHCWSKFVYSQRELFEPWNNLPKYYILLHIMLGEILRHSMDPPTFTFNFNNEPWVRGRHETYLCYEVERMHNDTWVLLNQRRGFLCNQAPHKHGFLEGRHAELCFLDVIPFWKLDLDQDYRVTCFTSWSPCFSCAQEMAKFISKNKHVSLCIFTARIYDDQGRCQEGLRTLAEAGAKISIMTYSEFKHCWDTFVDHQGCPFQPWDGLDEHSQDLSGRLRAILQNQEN
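HeLa cells stably expressing Vif and C-terminally eYFP-tagged A3G, seeded overnight at 37 deg C, then exposed to compound by pintool overnight at 37 deg C. Rise in yellow fluorescence (Ex 488/Em 500-530, Acumen) marks blocked Vif-driven A3G degradation.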
Glioma ERSR ind = qHTS for Inducers of the Endoplasmic Reticulum Stress Response (ERSR) in Human Glioma: qHTS. U87-MG GRP78 promoter luciferase reporter, 16 h. Potency, µM, inactives show at the highest dose activation, most hits filed as activators. 420,000 tested, 0.02% active; note: potency is the fitted concentration of half-maximal effect; series mostly up to about 76 µM; % of control where 0% means no effect; nearly all actives have a fitted effect of over 35% in size
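ERSR induction read as luciferase luminescence (Bright-Glo, 10 min at room temperature) in stably transfected human U87-MG glioma cells exposed to compounds for 16 h, using GRP78 as sensor.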
LDHA inh = qHTS assay for inhibitors of human lactate dehydrogenase. L-lactate dehydrogenase A chain (Homo sapiens), P00338. purified LDHA, NADH/diaphorase-resazurin fluorescence; active compounds read low. activity change, % (values are at about 110 or 230 µM). 480,000 tested, 0.15% active; in the data active = activity change below about -30%; inconclusive = mostly about -25% to -30%;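 note: plate controls were DMSO wells for no effect and wells without enzyme for full effect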
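Human LDH5 at 2 nM final in Tris HCl pH 7.4 with 0.06 mM NADH and 0.2 mM pyruvate, reacted 5 minutes at room temperature. Remaining NADH coupled via diaphorase/resazurin; resorufin fluorescence read at 0 and 20 minutes, normalized to enzyme-free and DMSO wells.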
Numbers without * were called inactive; ? = inconclusive. Unless noted, calls come from the whole dose curve; as a rule, active = well fitted curve in the direction sought with a large enough effect; inconclusive = small, poorly fitted or top-dose-only effect, or another doubt; inactive = no such curve, though single readings can be large; an effect the other way counts as inactive or inconclusive. An excerpt; count on the stated rates, not on these rows.

1: O=C(Nc1cccc(Cl)c1)c1ccc2sc([C@@H]3O[C@H](CO)[C@H](O)[C@H](O)[C@H]3O)nc2c1
  Vif-A3G inh: 1.4%	Glioma ERSR ind: 1.4%	LDHA inh: 1.8
2: O=C(Nc1ccc2c(c1)OCO2)c1ccc2nc([C@@H]3O[C@H](CO)[C@H](O)[C@H](O)[C@H]3O)[nH]c2c1
  Vif-A3G inh: 0.5%	Glioma ERSR ind: -4.1%	LDHA inh: -1.0
3: OC(c1ccc(Cl)c(F)c1)c1ncc(-c2ccc(Cl)cc2)[nH]1 (centres undefined)
  Vif-A3G inh: -6.1%	Glioma ERSR ind: -4.1%	LDHA inh: -3.5
4: Cc1cccc(-c2cnc3cccnn23)c1
  Vif-A3G inh: -1.8%	Glioma ERSR ind: -0.2%	LDHA inh: -11.1
5: COc1cccc(-c2cnc3c(NC=O)cc(-c4ccccc4Oc4ccccc4)cn23)c1
  Vif-A3G inh: -17.5%	Glioma ERSR ind: -0.9%	LDHA inh: 0.9
6: Cc1cc2oc(=O)cc(CN(Cc3ccccc3)Cc3ccccc3)c2cc1Cl
  Vif-A3G inh: 0.6%	Glioma ERSR ind: -4.2%	LDHA inh: -3.5
7: Cc1cccc(CNC(=O)c2sc(=O)n(Cc3ccc(S(C)(=O)=O)cc3)c2C)c1
  Vif-A3G inh: -1.8%	Glioma ERSR ind: -1.4%	LDHA inh: -4.7
8: CC1(Cc2cc(Cl)ccc2C(F)(F)F)C(=O)Nc2c(Cl)cccc21 (centres undefined)
  Vif-A3G inh: -4.1%	Glioma ERSR ind: -2.4%	LDHA inh: -2.2
9: O=C(NCc1ccc(Cl)nc1)c1ccc2sc([C@@H]3O[C@H](CO)[C@H](O)[C@H](O)[C@H]3O)nc2c1
  Vif-A3G inh: -3.4%	Glioma ERSR ind: -4.6%	LDHA inh: -6.5
10: COc1ccc(S(=O)(=O)NC(=O)C2(C)CCN2C(=O)Cc2ccc(C(C)(C)C)cc2)cc1 (centres undefined)
  Vif-A3G inh: 3.5%	Glioma ERSR ind: -2.5%	LDHA inh: -6.0

11: CCOc1ccc(-c2cc(C(=O)Nc3ccc(F)cc3)[nH]n2)c(C)c1
  Vif-A3G inh: -1.4%	Glioma ERSR ind: -0.2%	LDHA inh: -8.8
12: COCCN(Cc1ccc(OC)cc1)c1c(C)nc2ccc(C(=O)NCCc3c[nH]c4ccccc34)cn12
  Vif-A3G inh: -3.9%	Glioma ERSR ind: 3.6%	LDHA inh: -10.5
13: Cn1cc(-c2coc3c(C(=O)NCc4cccc(Cl)c4)cccc23)cn1
  Vif-A3G inh: -8.4%	Glioma ERSR ind: -1.5%	LDHA inh: -2.1
14: CC1(C(=O)Nc2cccc3c2CCCC3)CCN1C(=O)Cc1ccccc1Cl (centres undefined)
  Vif-A3G inh: -5.4%	Glioma ERSR ind: 0.4%	LDHA inh: -2.8
15: CC(=NNC1=NCCN1)c1cn(C2=NCCN2)nc1C
  Vif-A3G inh: 2.3%	Glioma ERSR ind: -2.5%	LDHA inh: 1.2
16: CC(=O)Nc1cc(-c2ccccc2)cn2c(-c3ccc(F)c(Cl)c3)cnc12
  Vif-A3G inh: -24.2%	Glioma ERSR ind: 3.8%	LDHA inh: 1.7
17: Cc1ccc(C(O)c2ncc(-c3cccc4ccccc34)[nH]2)cc1F (centres undefined)
  Vif-A3G inh: -26.8%	Glioma ERSR ind: -0.2%	LDHA inh: -12.6
18: CCOC(=O)C1=CCN(S(=O)(=O)c2ccccc2Cl)C1c1cccc(C)c1 (centres undefined)
  Vif-A3G inh: -5.7%	Glioma ERSR ind: -3.7%	LDHA inh: -4.0
19: COc1ccc(CCNC(=O)Nc2ccc3c(c2)c(=O)n(C)n3CC=C(C)C)cc1OC
  Vif-A3G inh: -2.1%	Glioma ERSR ind: -1.4%	LDHA inh: 1.7
20: CC(=O)Nc1ccc(CN2C(=O)C(Cc3ccccc3)ON=C2c2cccc(F)c2)cc1 (centres undefined)
  Vif-A3G inh: -0.8%	Glioma ERSR ind: 0.9%	LDHA inh: -2.6

21: CCc1nc2c(OCC(=O)c3ccc(F)cc3)cccn2c1N(C)C(=O)c1ccccc1F
  Vif-A3G inh: -2.7%	Glioma ERSR ind: -1.4%	LDHA inh: -5.3
22: CCc1nc2c(OCc3ccc(C#N)cc3)cccn2c1N(C)C(=O)c1ccco1
  Vif-A3G inh: -3.7%	Glioma ERSR ind: -0.3%	LDHA inh: -0.6
23: CCOC(=O)C1=CCN(S(=O)(=O)c2ccc(F)cc2)C1c1cccc(C)c1 (centres undefined)
  Vif-A3G inh: -7.7%	Glioma ERSR ind: -3.1%	LDHA inh: -0.9
24: COc1cc(CNc2ncnc3c2ncn3[C@H]2CN(Cc3ccccc3)C[C@@H](COC(C)=O)O2)cc(OC)c1OC
  Vif-A3G inh: -7.0%	Glioma ERSR ind: -1.1%	LDHA inh: -10.5
25: CC(C)(C)OC(=O)N1CCC(NC(=O)c2[nH]c(C(F)(F)F)nc2-c2ccccc2)CC1
  Vif-A3G inh: -1.2%	Glioma ERSR ind: -3.9%	LDHA inh: -3.9
26: CC1(C(=O)NS(=O)(=O)C2CC2)CCCN(C(=O)Cc2ccc(F)cc2)C1 (centres undefined)
  Vif-A3G inh: -5.2%	Glioma ERSR ind: -2.0%	LDHA inh: -2.9
27: COCCCNC(=O)[C@H](Cc1ccccc1)NC(=O)CC[C@H]1O[C@@H](n2ccc(=O)[nH]c2=O)[C@H](O)[C@@H]1O
  Vif-A3G inh: -0.2%	Glioma ERSR ind: -4.5%	LDHA inh: -3.3
28: CCCCN(C)C(=O)c1ccc(Nc2nc(C(N)COCc3ccccc3)cs2)nc1 (centres undefined)
  Vif-A3G inh: -4.8%	Glioma ERSR ind: -1.2%	LDHA inh: -9.0
29: OC[C@@H]1CN(Cc2ccc(Cl)cc2)C[C@H](n2cnc3c(NCc4ccc(F)cc4)ncnc32)O1
  Vif-A3G inh: -0.3%	Glioma ERSR ind: -4.2%	LDHA inh: -2.3
30: OC(c1ccccc1)(c1nc(-c2ccc3ccccc3c2)cs1)C(F)(F)F (centres undefined)
  Vif-A3G inh: 0.1%	Glioma ERSR ind: -5.6%	LDHA inh: -1.6

Part of the list above, tab-delimited.
nr	canonical_smiles	Vif-A3G inh	Glioma ERSR ind	LDHA inh
15	CC(=NNC1=NCCN1)c1cn(C2=NCCN2)nc1C	2.3%	-2.5%	1.2
16	CC(=O)Nc1cc(-c2ccccc2)cn2c(-c3ccc(F)c(Cl)c3)cnc12	-24.2%	3.8%	1.7
17	Cc1ccc(C(O)c2ncc(-c3cccc4ccccc34)[nH]2)cc1F (centres undefined)	-26.8%	-0.2%	-12.6
18	CCOC(=O)C1=CCN(S(=O)(=O)c2ccccc2Cl)C1c1cccc(C)c1 (centres undefined)	-5.7%	-3.7%	-4.0
19	COc1ccc(CCNC(=O)Nc2ccc3c(c2)c(=O)n(C)n3CC=C(C)C)cc1OC	-2.1%	-1.4%	1.7
20	CC(=O)Nc1ccc(CN2C(=O)C(Cc3ccccc3)ON=C2c2cccc(F)c2)cc1 (centres undefined)	-0.8%	0.9%	-2.6
21	CCc1nc2c(OCC(=O)c3ccc(F)cc3)cccn2c1N(C)C(=O)c1ccccc1F	-2.7%	-1.4%	-5.3
22	CCc1nc2c(OCc3ccc(C#N)cc3)cccn2c1N(C)C(=O)c1ccco1	-3.7%	-0.3%	-0.6
23	CCOC(=O)C1=CCN(S(=O)(=O)c2ccc(F)cc2)C1c1cccc(C)c1 (centres undefined)	-7.7%	-3.1%	-0.9
24	COc1cc(CNc2ncnc3c2ncn3[C@H]2CN(Cc3ccccc3)C[C@@H](COC(C)=O)O2)cc(OC)c1OC	-7.0%	-1.1%	-10.5
25	CC(C)(C)OC(=O)N1CCC(NC(=O)c2[nH]c(C(F)(F)F)nc2-c2ccccc2)CC1	-1.2%	-3.9%	-3.9
26	CC1(C(=O)NS(=O)(=O)C2CC2)CCCN(C(=O)Cc2ccc(F)cc2)C1 (centres undefined)	-5.2%	-2.0%	-2.9
27	COCCCNC(=O)[C@H](Cc1ccccc1)NC(=O)CC[C@H]1O[C@@H](n2ccc(=O)[nH]c2=O)[C@H](O)[C@@H]1O	-0.2%	-4.5%	-3.3

Continuation:
31: FC(F)(F)c1ccccc1Cc1c(-c2cccc(Cl)c2)nc2ccc(Br)cn12
  Vif-A3G inh: -7.5%	Glioma ERSR ind: 2.1%	LDHA inh: -4.4
32: CC(=O)Nc1ccc(CN(C)c2c(C)nc3ccc(C(=O)NCCCN4CCCC4=O)cn23)cc1
  Vif-A3G inh: -1.3%	Glioma ERSR ind: -1.3%	LDHA inh: 3.0
33: Cc1csc(-c2cc(C(=O)NCc3ccc(F)cc3)n[nH]2)c1
  Vif-A3G inh: -0.3%	Glioma ERSR ind: 0.0%	LDHA inh: -5.9
34: CCOc1ccc(CCN2C(=S)N([C@@H](CC(C)C)CN3CCC[C@@H]3CN3C(=S)NC[C@@H]3Cc3ccc(O)cc3)C[C@@H]2Cc2ccc(O)cc2)cc1
  Vif-A3G inh: -15.1%	Glioma ERSR ind: -3.1%	LDHA inh: -8.8
35: CC1(C(=O)Nc2ccc3c(c2)OCCO3)CCN1Cc1ccccc1OC(F)F (centres undefined)
  Vif-A3G inh: 0.4%	Glioma ERSR ind: 3.4%	LDHA inh: -3.2
36: CC(C)CNC(=O)C1(C)CCCCCN1C(=O)c1csnn1 (centres undefined)
  Vif-A3G inh: -1.5%	Glioma ERSR ind: -0.3%	LDHA inh: -5.9
37: COc1cc(Cn2c3ccc(NC(=O)CCc4cccnc4)cc3c(=O)n2C)ccc1F
  Vif-A3G inh: -0.4%	Glioma ERSR ind: -2.9%	LDHA inh: -3.3
38: COc1ccc(C(C)(O)c2nc(-c3ccccc3C)cs2)cc1 (centres undefined)
  Vif-A3G inh: ?	Glioma ERSR ind: 3.0%	LDHA inh: -1.5
39: CCOC(=O)C1(C)CCCCCN1C(=O)c1ccc(OC)c(C(F)(F)F)c1 (centres undefined)
  Vif-A3G inh: -2.8%	Glioma ERSR ind: 5.4%	LDHA inh: -0.5
40: CN(C)c1ccc(-c2csc(C(C)(O)c3ccccc3)n2)cc1 (centres undefined)
  Vif-A3G inh: 0.0%	Glioma ERSR ind: 1.1%	LDHA inh: 0.0

41: CC(O)(c1ccc(F)c(F)c1)c1nc(-c2ccc(S(C)(=O)=O)cc2)cs1 (centres undefined)
  Vif-A3G inh: -7.2%	Glioma ERSR ind: -2.1%	LDHA inh: -0.6
42: CN(C)CCNc1ncnc2c1ncn2[C@H]1CN(Cc2ccco2)C[C@@H](CO)O1
  Vif-A3G inh: -0.6%	Glioma ERSR ind: -3.6%	LDHA inh: -14.1
43: O=C(Nc1cccc(C(F)(F)F)c1)C1Cc2c(-c3cccc(F)c3)ccnc2O1 (centres undefined)
  Vif-A3G inh: -0.5%	Glioma ERSR ind: -2.6%	LDHA inh: 0.4
44: CC(=O)c1cccc(NC(=O)C2Cc3c(-c4ccco4)ccnc3O2)c1 (centres undefined)
  Vif-A3G inh: -2.4%	Glioma ERSR ind: -1.0%	LDHA inh: -9.0
45: COc1cc(C(O)c2nc(-c3cccc(C(F)(F)F)c3)cs2)ccc1F (centres undefined)
  Vif-A3G inh: -0.7%	Glioma ERSR ind: -3.6%	LDHA inh: 3.1
46: CCc1nc2ccc(C(=O)N(C)Cc3ccco3)cn2c1N(CC)C(=O)NCCc1ccccc1
  Vif-A3G inh: -1.5%	Glioma ERSR ind: -0.3%	LDHA inh: -4.0
47: OC(c1ccc(Cl)c(Cl)c1)c1ncc(-c2ccccc2F)[nH]1 (centres undefined)
  Vif-A3G inh: -5.6%	Glioma ERSR ind: 0.8%	LDHA inh: -4.6
48: COc1ccc(S(=O)(=O)N2C[C@H]3CON(C)[C@H]3C[C@H]2c2ccc(-c3cccc(F)c3)cc2)cc1
  Vif-A3G inh: 0.7%	Glioma ERSR ind: -3.0%	LDHA inh: -5.9
49: CC1(C(=O)NS(C)(=O)=O)CCN1C(=O)Cc1ccc(Cl)cc1Cl (centres undefined)
  Vif-A3G inh: 1.6%	Glioma ERSR ind: -2.3%	LDHA inh: -4.9
50: O=C(Nc1cccc2ccccc12)c1ccc2sc([C@@H]3O[C@H](CO)[C@@H](O)[C@H]3O)nc2c1
  Vif-A3G inh: -1.1%	Glioma ERSR ind: 3.5%	LDHA inh: -7.8
51: CC(C)c1ccc(C(=O)N2CCCCC2c2cc(C(=O)Nc3ccncc3)no2)cc1 (centres undefined)
  Vif-A3G inh: -1.4%	Glioma ERSR ind: -5.1%	LDHA inh: 1.1
52: N#Cc1ccc(C(=O)N2CCCCC2c2cc(C(=O)Nc3ccc4c(c3)OCO4)no2)cc1 (centres undefined)
  Vif-A3G inh: -1.7%	Glioma ERSR ind: 0.3%	LDHA inh: -2.8
